Bioassay records from PubChem.
JMJD2E inh: blocks human JMJD2E demethylase activity; JMJD2E catalytic domain, FDH-coupled NADH fluorescence (FDH is formaldehyde dehydrogenase); Potency, µM (titrated, usually from 57.1 µM), inactives show at the top dose activity change, negative = inhibition, hits mostly inhibitors; B2RXH2; 1.6% of 230,000 active; active means well fitted inhibition curve with a large enough effect, not every such curve was filed as active; inconclusive means small, poorly fitted or top-dose-only effect, or another doubt; inactive means no such curve, though single readings can be large or run the other way;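 further: 0% = wells with enzyme and -100% = buffer wells without enzyme; nearly all actives have a fitted effect of over 50% in size; many of its hits are not listed in these tables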
GAA glycogen mod: alters human alpha-glucosidase cleavage of glycogen; 0.38% of 300,000 active; Potency, µM (top dose mostly 76.4 µM), inactives show top-dose activity change, negative = inhibition, hits mostly inhibitors; recombinant GAA, glycogen substrate, Amplex Red glucose oxidase fluorescence; P10253;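 further: 0% = full enzyme reaction and -100% = no-enzyme basal signal; the screen sought inhibitors and activators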
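Recombinant enzyme (4 nM final) with compounds titrated up to 77 uM and bovine liver glycogen (30 ug) in citrate pH 5.0, 0.01% Tween-20, 37 C 40 min. Released glucose detected by Amplex Red/glucose oxidase (Ex 573/Em 610); AC50 from Hill fits.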
SMN2 splice enh: enhancers of SMN2 splice variant expression; 2.8% of 210,000 active; Potency, µM (top dose mostly 46.1 µM), without a hit: at the top dose activity change, positive = activation, most hits filed as activators; HEK293 SMN2-luciferase splicing reporter, luminescence, 30-36 h; further: % of control where 0% means no effect; nearly all actives have a fitted effect of over 55% in size
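qHTS luciferase splicing reporter: luminescence rises when SMN2 exon 7 is included in transfected HEK293 cells. Compound exposure lasted 30-36 h at 37C, with 4.5 mM final sodium butyrate as control, followed by a ONE-Glo read.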
ALDH1A1 block: ALDH1A1 (human) enzyme inhibition. Purified ALDH1A1, NADH fluorescence, propionaldehyde substrate. Potency, µM (top dose mostly 75.3 µM), inactives show at the highest dose activity, negative = inhibition, most hits filed as inhibitors. 7.3% of 220,000 active; active means well fitted inhibition curve with a large enough effect, not every such curve was filed as active; inconclusive means small, poorly fitted or top-dose-only effect, or another doubt; inactive means no such curve, though single readings can be large or run the other way;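 further: plate controls were no enzyme wells and a reference inhibitor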
Target sequence (P00352 whole entry, looked up): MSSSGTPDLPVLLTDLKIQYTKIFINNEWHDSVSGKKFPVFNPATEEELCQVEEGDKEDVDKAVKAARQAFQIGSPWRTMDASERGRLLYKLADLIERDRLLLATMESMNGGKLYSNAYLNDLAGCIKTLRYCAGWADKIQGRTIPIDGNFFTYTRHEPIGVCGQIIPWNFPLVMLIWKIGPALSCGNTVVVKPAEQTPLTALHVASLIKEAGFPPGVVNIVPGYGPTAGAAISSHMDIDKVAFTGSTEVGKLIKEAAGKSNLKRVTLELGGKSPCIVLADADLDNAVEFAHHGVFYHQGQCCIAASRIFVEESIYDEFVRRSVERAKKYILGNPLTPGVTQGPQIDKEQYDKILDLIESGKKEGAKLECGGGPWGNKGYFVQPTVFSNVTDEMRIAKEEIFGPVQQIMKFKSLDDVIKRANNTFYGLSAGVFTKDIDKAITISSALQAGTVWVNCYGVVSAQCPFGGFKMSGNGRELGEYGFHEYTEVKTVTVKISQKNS
aGal spleen mod: alpha-galactosidase A (human) modulation; Potency, µM (highest dose often 80 µM), inactives show at the top dose activity change, negative = inhibition, actives largely listed as inhibitors; human spleen homogenate, 4MU-alpha-Gal fluorescence, 40 min; AID 2107; 0.008% of 240,000 active;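 further: 0% = enzyme with vehicle and -100% = no enzyme basal signal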
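Spleen homogenate 1 ug + cpd (titration) + 4-MU-alpha-D-galactopyranoside 1 mM; 37C 40 min; 50 mM citrate/phosphate pH 5.0, 0.01% Tween-20; stop pH 10; fluorescence 365/440; AC50 via Hill.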
GoLoco inh red: blocks human Gai1 binding to RGS12 GoLoco peptide, red readout. P63096. Gai1:RGS12 GoLoco peptide FP, rhodamine, 10 min. Potency, µM (top dose mostly 61.6 µM), without a hit: top-dose activity, negative = inhibition, most hits filed as inhibitors. 0.44% of 230,000 active. AID 880; active means well fitted inhibition curve with a large enough effect, not every such curve was filed as active; inactive means no such curve, though single readings can be large or run the other way; further: on the % scale 0 is the no-effect control and ±100 the full control effect; nearly all actives have a fitted effect of over 30% in size; many of its hits are not listed in these tables
Target sequence (P63096 whole entry, looked up): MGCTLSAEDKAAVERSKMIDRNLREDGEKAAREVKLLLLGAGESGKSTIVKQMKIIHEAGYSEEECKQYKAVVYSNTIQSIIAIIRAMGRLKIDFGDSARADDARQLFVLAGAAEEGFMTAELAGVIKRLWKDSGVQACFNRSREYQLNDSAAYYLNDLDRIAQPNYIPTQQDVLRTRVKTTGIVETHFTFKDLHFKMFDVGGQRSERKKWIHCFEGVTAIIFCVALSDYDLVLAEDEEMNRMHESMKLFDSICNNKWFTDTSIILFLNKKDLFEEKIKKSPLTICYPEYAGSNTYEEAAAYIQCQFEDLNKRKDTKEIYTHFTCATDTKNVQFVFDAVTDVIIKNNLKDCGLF
GAA inh: alpha-glucosidase (human) inhibition; purified human GAA, 4-MU-alpha-glucoside fluorescence; Potency, µM (titrated, usually from 76.9 µM), without a hit: at the top dose activity change, negative = inhibition, most hits filed as inhibitors; 0.005% of 200,000 active; AID 1466;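 further: plate controls were uninhibited enzyme wells for no effect and no-enzyme background for full effect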
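Compounds are titrated up to 77 uM against 4 nM human enzyme. Substrate 4-methylumbelliferyl-alpha-D-pyranoside (400 uM) reacts 20 min at room temperature in pH 5.0 buffer; liberated 4-methylumbelliferone is read at 440 nm.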
aGlu spleen mod: lysosomal alpha-glucosidase (human) modulation. 0.006% of 240,000 active. human spleen homogenate, 4-MU-alpha-glucoside fluorescence. AID 2112. Potency, µM (doses to about 79.9 µM), without a hit: top-dose activity change, negative = inhibition, usual class: inhibitors;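 further: 0% = enzyme with vehicle and -100% = no enzyme basal signal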
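Compounds were titrated against alpha-glucosidase in spleen homogenate at pH 5.0, with 1 mM 4-methylumbelliferyl substrate for 40 min at 37 C. Reactions were quenched with pH 10 NaOH/glycine and fluorescence measured.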
An asterisk follows results filed as active; ? = inconclusive; . = not tested or not shown; [ ] = remark or other dose. Unless noted, the call rests on the fitted dose curve; in most records, active means well fitted curve in the direction sought with a large enough effect; inconclusive means small, poorly fitted or top-dose-only effect, or another doubt; inactive means no such curve, though single readings can be large; an effect the other way counts as inactive or inconclusive. Potency means the concentration at half of the fitted maximal effect.

SMILES | JMJD2E inh | GAA glycogen mod | SMN2 splice enh | ALDH1A1 block | aGal spleen mod | GoLoco inh red | GAA inh | aGlu spleen mod
C=CCOc1c(CNc2nccs2)cccc1OCC | -3% | . | -9% | 2.5µM* | -7% | 12% | -9% | -1%
CC(C)(C)C(=O)Nc1ccccc1C(=O)Nc1ccncc1 | 0% | -2% | 18% | 8% | -5% | -10% | -2% | -3%
CN(C)c1ccc(/C=N/NC(=O)CNC(=O)c2ccco2)cc1 | ? | 14% | -46%[inhibitor] | ? | 8% | -12% | ? | 9%
CC(C)CC1CCCCC1OC(=O)CN1CCCCC1 (stereo unspecified) | 0% | 6% | 4% | ? | -3% | 6% | 3% | 3%
Cc1ccc2c(c1)c1c3n2CC(=C2C(=O)OC(C)(C)OC2=O)NC3CCC1 (stereo unspecified) | ? | -15% | -17% | 10µM* | -10% | 2% | 0% | -17%
COc1ccc(-c2nc(-c3ccccc3)c(Nc3c(C)cccc3C)o2)cc1 | -3% | . | 15% | 2% | -9% | -4% | . | -1%
O=C(COC(=O)Cc1cccs1)Nc1ccccc1F | -2% | 27% | -12% | 3% | -3% | 23% | 4% | -11%
COc1ccc2c(c1)CCc1sc(NC(=O)c3ccco3)nc1-2 | ? | -6% | 10% | 22µM* | 1% | -5% | -3% | 1%
CCn1c(C(=O)O)c(CC(=O)NC2CCCCCC2)c2ccccc21 | ? | 0% | 3% | 2% | 1% | -6% | -10% | -16%
O=S(=O)(NCc1cn2ccsc2n1)c1cccs1 | 5% | 9% | 9% | -1% | -2% | -49% | -13% | -2%
Cc1nc(/C=C/c2ccccc2)cc(/C=C/c2ccccc2)n1 | ? | 4% | 24% | ? | 2% | -5% | -22% | -4%
COc1ccc(-c2cc(C(=O)OCC(=O)Nc3cc(C)on3)c3ccccc3n2)cc1OC | ? | -2% | -6% | ? | 2% | -8% | 5% | 1%
COc1ccc(-n2c(SCC(=O)OC(C)C)nnc2-c2ccccn2)cc1 | 1% | -3% | -1% | 2% | 6% | -5% | -5% | -4%
NC(=O)c1nsc(C(=O)N(CC(=O)NCc2ccco2)c2ccccc2F)c1N | -1% | 2% | ? | -7% | 9% | 19% | -7% | 0%
COc1ccc(OC)c2c1C(=O)C(Cl)=C(Cl)C2=O | ? | 4% | . | . | -4% | 0.45µM* | . | 4%
O=C(CN1CCCCCC1)OCCN=C1NS(=O)(=O)c2ccccc21 | -8% | 0% | -5% | 2% | -6% | -4% | 3% | -14%
COc1ccc(S(=O)(=O)NCCc2c(C)nn(C)c2Oc2ccccc2)cc1 | 6% | 2% | -36%[inhibitor] | 0.63µM* | -3% | -11% | -8% | -6%
COC(=O)c1ccc(N2C(=O)c3ccc(OC)c(OC)c3C2=O)cc1 | ? | 2% | -7% | 1% | 2% | 9% | -4% | 0%
Cn1nc2c(c1C(=O)N1CCCC(C(=O)c3cc(F)ccc3F)C1)CCCC2 (stereo unspecified) | 9% | 8% | . | ? | -2% | 6% | . | -4%
CCOc1ccc(N2CSC3=C(C#N)C(c4ccco4)CC(=O)N3C2)cc1 (stereo unspecified) | ? | -18% | -12% | 4.5µM* | -18% | 13% | -12% | 3%
Cc1ncc(CO)c(/C=N/NC(=O)c2cc3c(s2)CCCC3)c1O | ? | 12% | -62%[inhibitor] | ? | 2% | 18% | 7% | 2%
COc1ccccc1C(=O)NC(CCSC)C(=O)OCC(=O)NC(=O)NCc1ccco1 (stereo unspecified) | -4% | -9% | 4% | -10% | 2% | 5% | 0% | 0%
O=C(CN(Cc1cccs1)S(=O)(=O)c1ccc(S(=O)(=O)N2CCCCC2)cc1)Nc1ccccc1 | 1% | 13% | -5% | 9% | -2% | 2% | -4% | 1%
COc1cc(C=O)cc(Br)c1OCC(N)=O | -2% | 12% | -14% | -80% | 2% | -14% | 12% | 1%
O=C(NN=C1CCCCCCCCCCC1)c1ccccc1F | 24% | -3% | 19% | ? | -2% | 4% | 0% | 0%
COc1ccc(/C=N/NC(=O)c2cnccn2)c(OC)c1OC | -2% | -10% | . | . | -5% | 12% | . | -2%
Cc1sc2c(c1C)CN(C(C)(C)C)CN2C(=O)c1ccccc1 | -13% | ? | ? | ? | -6% | 33%[activator] | 3% | 1%
O=C(COC(=O)CC1CC2CCC1C2)Nc1cccc(S(=O)(=O)NC2=NCCCCC2)c1 (stereo unspecified) | 0% | -8% | ? | ? | -2% | 7% | ? | -4%
CC(C)[C@H](NS(=O)(=O)c1ccccc1)C(=O)OCC(=O)Nc1ccccc1Sc1ccccc1 | 0% | -8% | -18% | -12% | 0% | 4% | ? | 4%
Cc1nc(N)c(Cc2ccccc2F)c(N)n1 | -1% | 3% | -5% | 9% | 9% | 7% | 1% | 10%
COc1cccc(NC(=O)NC2CCCCC2C)c1 (stereo unspecified) | -30% | -7% | 20% | -9% | -10% | 4% | 3% | 3%
Cc1cc(C)nc(NS(=O)(=O)c2ccc(N3C(=O)C4CC=C(Cl)CC4C3=O)cc2)n1 (stereo unspecified) | -5% | -2% | 7% | ? | -10% | -7% | -6% | -1%
Cc1ccc(-c2nsc3c(N4CCN(C(=O)c5ccco5)CC4)ncnc23)cc1 | ? | -3% | -33%[inhibitor] | ? | -14% | -18% | 2% | 2%
CCOC(=O)CC1=C(C(=O)OCC)C(c2ccncc2)C(C#N)=C(N)O1 (stereo unspecified) | ? | 0% | . | ? | 4% | . | ? | 4%
CN1CCc2c(sc3c2c(NCc2ccco2)nc2nnnn23)C1 | ? | ? | ? | ? | 8% | 23% | ? | 1%
Nc1nc2c(c(=O)[nH]1)C(c1ccccc1)C1=C(N2)c2ccccc2C1=O (stereo unspecified) | ? | . | . | . | -2% | 15% | . | 7%
CCOC(=O)c1cnc(-c2ccccc2)nc1N | 3% | -16% | 7.1µM* | ? | 14% | -7% | -2% | 3%
O=C(O)CC(NC(=O)c1ccncc1)c1ccccc1 (stereo unspecified) | -5% | -10% | 16% | -13% | -3% | 2% | 5% | -9%
COc1cccc(Cn2c(=O)c(C)nc3cnc(Oc4ccccc4)nc32)c1 | . | . | -13% | -15% | -7% | 28% | . | 7%
CCc1ccc(C2CC(c3ccc(Cl)cc3)n3nc(N)nc3N2)cc1 (stereo unspecified) | 7% | -12% | . | -3% | -2% | 0% | . | 0%
N[C@@H](Cc1ccccc1)c1nnc2sc(SCc3ccccc3)nn12 | -7% | 2% | ? | 28µM* | 1% | -27% | -11% | -5%
Cc1ccsc1C1C(C#N)=C(N)OC2=C1C(=O)CC(C)C2 (stereo unspecified) | 1% | -8% | 25% | 2% | 4% | 6% | -2% | 2%
O=C(CCC1CCCN(C(=O)c2ccncc2)C1)NCc1ccc(F)c(F)c1 (stereo unspecified) | 3% | 10% | . | -10% | 5% | 7% | -13% | -16%
O=C1C(=O)N(CCOCCO)C(c2ccccn2)/C1=C(\O)c1ccccc1 (stereo unspecified) | 2% | 0% | . | ? | -2% | . | -7% | 7%
O=C(CCc1ccc(S(=O)(=O)N2CCOCC2)cc1)NN=C1CCCCCCC1 | 5% | -5% | -1% | -10% | -17% | 11% | -9% | -6%
CCC(CC)C1C(C#N)=C(N)SC(N)=C1C#N | -20% | -15% | -20% | ? | 7% | -4% | -4% | 4%
CCOc1ccc(S(=O)(=O)N2CCN(C(=S)NCc3ccccc3)CC2)cc1 | -4% | -1% | . | -6% | -10% | 7% | -13% | -6%
CC(C)(C)OC(=O)NNC(=O)c1ccc(Cl)cc1 | 9% | -3% | 1% | 1% | 5% | 5% | 1% | 3%
C=CCOc1c(Cl)cc(CNc2ccc(C)c(Cl)c2)cc1OC | -2% | -5% | 7% | -6% | 0% | 7% | 2% | 2%
CC(NC(=O)C1CCCC1)c1ccc2c(c1)OCCO2 (stereo unspecified) | 5% | 2% | -20% | 3% | 6% | 2% | 3% | 4%
CCc1ccc2c(c1)C1(NN=C(c3cccc4ccccc34)S1)C(=O)N2 (stereo unspecified) | ? | -10% | -53%[inhibitor] | -16% | -3% | 6% | -9% | -3%
O=C(CNC(=O)c1ccc(Cl)cc1Cl)OCC(=O)c1ccc2c(c1)OCCO2 | -8% | 0% | -12% | ? | -1% | 4% | 4% | -7%
Cc1nn(CC(=O)Nc2ccc(S(=O)(=O)N(C)C)cc2)c(C)c1[N+](=O)[O-] | 3% | 12% | 5% | 8% | -5% | -27% | -25% | -5%
Cc1nc(NC(=O)c2ccccc2)sc1-c1csc(Nc2ccc(Cl)cc2Cl)n1 | ? | -32% | 4% | ? | 2% | 8% | 2% | -5%
Cn1nnc2cc(C(=O)NCc3ccc4c(c3)OCO4)ccc21 | 5% | -8% | 1% | 0% | -6% | 11% | -1% | -14%
CCOC(=O)c1c(NC(=O)Cn2c(=O)oc3ccccc32)oc(C)c1C(C)=O | 1% | -1% | -6% | -3% | 6% | -13% | 2% | 5%
O=S(=O)(c1ccc(F)c2ccccc12)N1CCCCC1 | -2% | 2% | 3% | ? | -1% | -5% | -1% | -2%
COc1ccc(OCC(=O)OCCN(C)C)cc1 | -6% | 6% | -39%[inhibitor] | -7% | 1% | -16% | -3% | -5%

Exported with two lines to a compound: part of the list above.
Below each SMILES: JMJD2E inh	GAA glycogen mod	SMN2 splice enh	ALDH1A1 block	aGal spleen mod	GoLoco inh red	GAA inh	aGlu spleen mod
> CN1CCc2c(sc3c2c(NCc2ccco2)nc2nnnn23)C1
 : ?	?	?	?	8%	23%	?	1%
> Nc1nc2c(c(=O)[nH]1)C(c1ccccc1)C1=C(N2)c2ccccc2C1=O (stereo unspecified)
 : ?	.	.	.	-2%	15%	.	7%

A run of entries from further up, as a working copy:
SMILES | JMJD2E inh | GAA glycogen mod | SMN2 splice enh | ALDH1A1 block | aGal spleen mod | GoLoco inh red | GAA inh | aGlu spleen mod
N[C@@H](Cc1ccccc1)c1nnc2sc(SCc3ccccc3)nn12 | -7% | 2% | ? | 28µM* | 1% | -27% | -11% | -5%
Cc1ccsc1C1C(C#N)=C(N)OC2=C1C(=O)CC(C)C2 (stereo unspecified) | 1% | -8% | 25% | 2% | 4% | 6% | -2% | 2%
O=C(CCC1CCCN(C(=O)c2ccncc2)C1)NCc1ccc(F)c(F)c1 (stereo unspecified) | 3% | 10% | . | -10% | 5% | 7% | -13% | -16%
O=C1C(=O)N(CCOCCO)C(c2ccccn2)/C1=C(\O)c1ccccc1 (stereo unspecified) | 2% | 0% | . | ? | -2% | . | -7% | 7%

The list is partial; count on the stated rates, not on these rows.
